Assay outcomes deposited in PubChem by several laboratories.
proKLK7 act = proKLK7 zymogen activators, primary screen, biochemical, fluorescence intensity | purified proKLK7, EDANS-DABCYL substrate fluorescence; 100% is mature enzyme control, 0% vehicle | activation, % at 7 µM | hit rate 0.9% among 370,000 | AID 652039, 2013;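 active = activation above the mean of all tested compounds plus 3 SD, computed per campaign excluding outliers beyond control limits, cut at about 13% in these data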
HGIII-sPLA2 inh = human group III sPLA2 inhibitors, primary screen, biochemical, QFRET, BODIPY PC-A2 liposome substrate | Group 3 secretory phospholipase A2 (Homo sapiens), Q9NZ20 | QFRET BODIPY PC-A2 liposome hydrolysis, fluorescence | inhibition, % at 12.2 µM | hit rate 0.56% among 370,000 | AID 743126, 2013;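 active = inhibition above mean plus 3 SD of compounds lying within the high and low control bounds, cut at about 19% in these data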;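 also: 0% = median of test compound wells and 100% = no enzyme DMSO wells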
Target sequence (Q9NZ20 whole entry, looked up): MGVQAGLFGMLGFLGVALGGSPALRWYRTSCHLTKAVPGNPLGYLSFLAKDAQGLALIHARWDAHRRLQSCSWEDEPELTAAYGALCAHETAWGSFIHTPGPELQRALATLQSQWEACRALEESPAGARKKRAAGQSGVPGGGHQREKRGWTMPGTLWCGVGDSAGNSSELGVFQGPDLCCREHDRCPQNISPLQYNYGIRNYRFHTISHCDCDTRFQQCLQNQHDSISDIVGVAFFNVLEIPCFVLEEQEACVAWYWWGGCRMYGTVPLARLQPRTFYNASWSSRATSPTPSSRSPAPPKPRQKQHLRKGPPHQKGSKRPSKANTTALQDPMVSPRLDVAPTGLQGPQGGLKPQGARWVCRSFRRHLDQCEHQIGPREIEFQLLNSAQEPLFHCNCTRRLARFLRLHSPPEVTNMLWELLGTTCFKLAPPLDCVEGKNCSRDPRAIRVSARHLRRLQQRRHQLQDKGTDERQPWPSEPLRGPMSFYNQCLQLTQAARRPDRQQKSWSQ
UHRF1 MBD2 ctr = UHRF1 methylated DNA binding inhibitors, primary screen, counter-screen for MBD2 inhibitor project, biochemical, TR-FRET, human UHRF1, single concentration. E3 ubiquitin-protein ligase UHRF1 (Homo sapiens), Q96T88. UHRF1 binding to methylated oligo. inhibition, % at 4.4 µM. hit rate 0.75% among 370,000. AID 687016, 2013; in the data active = inhibition above about 21%;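 also: UHRF1 SRA domain binding a hemimethylated CpG hairpin DNA probe; 0% = median of test compound wells and 100% = reference inhibitor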
ARFGAP1 inhibitor = inhibitors of rat ARFGAP1 GAP activity, primary screen, biochemical, fluorescence polarization, GDP tracer | ADP-ribosylation factor GTPase-activating protein 1 (Rattus norvegicus), Q62848 | Arfgap1-stimulated ARF1 GTP hydrolysis, GDP FP detection | inhibition, % at 16.5 µM | hit rate 0.26% among 360,000 | AID 651572, 2012;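 active = inhibition above a per-plate limit, mean inhibition of low control wells plus 3 SD, cut at about 25% in these data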;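 also: 0% = DMSO wells with enzyme and 100% = wells lacking Arfgap1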
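Assay system: Rat Arfgap1 GAP domain (His6, aa 1-136), purified enzyme | Buffer or medium: HEPES 25 mM pH 7.5, NaCl 150 mM, MgCl2, DTT | Schedule: GTP hydrolysis reaction 2 h at 25 °C | Signal: FP of antibody-bound GDP Alexa 633 tracer, ex 620/em 688 nm | Measure: Percent inhibition of Arfgap1-stimulated GTP hydrolysis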
ASAP1 GAP inh = inhibitors of human ASAP1 ArfGAP activity, primary screen, biochemical, fluorescence polarization. Arf-GAP with SH3 domain, ANK repeat and PH domain-containing protein 1 (Homo sapiens), …. ASAP1-stimulated ARF1 GTP hydrolysis, GDP FP detection. inhibition, % at 16.5 µM. hit rate 0.19% among 360,000; in the data active = inhibition above about 25%;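 also: 0% = vehicle with enzyme and substrate and 100% = no enzyme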
Rev-erbA mod = modulators of Rev-erb alpha DNA binding, primary screen, biochemical, FITC-DNA, fluorescence polarization, uHTS | AID 1259318, 2017 | hit rate 0.79% among 370,000 | Rev-erbα–FITC-DNA binding, 90 min | activity, % at 10 µM | Nuclear receptor subfamily 1 group D member 1 (Homo sapiens), P20393;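 active = activity above about 14%, limit read from the data; passing the limit was not always enough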;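 also: 0% = DMSO wells with 35 nM protein and 100% = DMSO wells with 750 nM protein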
PLCg1 inh = PLC-gamma1 enzyme inhibitors, primary screen, biochemical, fluorescence, purified enzyme | 1-phosphatidylinositol 4,5-bisphosphate phosphodiesterase gamma-1 (Homo sapiens), P19174 | fluorogenic substrate | inhibition, % at 12.2 µM | hit rate 0.84% among 370,000 | AID 720700, 2013; in the data active = inhibition above about 9.5%
PLC-beta3 inh = human PLC-beta3 inhibitors, primary screen, biochemical, fluorescence. Purified PLC-beta3, fluorogenic substrate. AID 720704, 2013. inhibition, % at 12.2 µM. hit rate 0.18% among 370,000. 1-phosphatidylinositol 4,5-bisphosphate phosphodiesterase beta-3 (Homo sapiens), Q01970; in the data active = inhibition above about 11%;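 also: 0% = median of compound wells on plate and 100% = full blocker control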
DDE Tn6 FP inh = inhibitors of Tn6 peptide binding to fibrin DD(E), primary screen, biochemical, fluorescence polarization, human fibrin, Tn6 probe | Fibrinogen beta chain (Homo sapiens), P02675 | Fibrin DD(E) TRITC-Tn6 fluorescence polarization displacement | hit rate 0.21% among 370,000 | inhibition, % at 8.3 µM;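 active = inhibition above a per-campaign cutoff: mean of compounds within control limits plus 3 SD, cut at about 15% in these data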;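 also: 0% = median of all compound wells on the plate and 100% = blocking peptide control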
Target sequence (P02675 whole entry, looked up): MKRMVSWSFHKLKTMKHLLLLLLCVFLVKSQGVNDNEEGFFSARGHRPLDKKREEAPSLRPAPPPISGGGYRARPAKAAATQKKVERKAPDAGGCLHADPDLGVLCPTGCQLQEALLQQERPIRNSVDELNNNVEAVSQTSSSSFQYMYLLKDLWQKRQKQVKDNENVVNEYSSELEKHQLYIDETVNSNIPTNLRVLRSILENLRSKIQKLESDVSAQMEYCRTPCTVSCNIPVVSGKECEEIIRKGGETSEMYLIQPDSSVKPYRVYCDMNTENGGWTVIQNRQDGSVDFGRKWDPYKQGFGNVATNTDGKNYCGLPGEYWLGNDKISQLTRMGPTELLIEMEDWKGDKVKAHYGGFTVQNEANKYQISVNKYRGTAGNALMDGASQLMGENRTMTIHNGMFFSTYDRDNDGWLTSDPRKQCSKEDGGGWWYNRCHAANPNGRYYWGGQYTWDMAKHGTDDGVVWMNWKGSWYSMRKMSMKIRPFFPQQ
DDE Tn7 FP inh = inhibitors of Tn7 peptide binding to fibrin DD(E), primary screen, biochemical, fluorescence polarization, human fibrin, Tn7 probe. Fibrinogen beta chain (Homo sapiens), P02675. FP displacement of FITC-Tn7 peptide from fibrin DD(E); 0% = median of compound wells per plate. inhibition, % at 8.3 µM. hit rate 0.13% among 370,000;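 active = inhibition above the mean of compounds falling within the control limits plus 3 SD of them, cut at about 14% in these data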;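 also: 0% = plate median of compound wells and 100% = 10 µM Aha-Tn7 peptide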
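Test system – human fibrin DD(E) · Times – 10 min preincubation, 3 h with tracer, room temperature · Detection – fluorescence polarization of the labelled Tn7 tracer · Measure – percent inhibition normalized to high-control wells · Benchmarks – high control wells with 10 µM unlabelled Aha-Tn7 peptide (full inhibition) · Repeats – singlicate testing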
Numbers without * were called inactive; x = not tested or not shown.

SMILES	proKLK7 act	HGIII-sPLA2 inh	UHRF1 MBD2 ctr	ARFGAP1 inhibitor	ASAP1 GAP inh	Rev-erbA mod	PLCg1 inh	PLC-beta3 inh	DDE Tn6 FP inh	DDE Tn7 FP inh
COc1c(O)ccc(C2NC(=O)NC(C)=C2C(=O)Nc2ccccc2C)c1[N+](=O)[O-] (stereo unspecified)	0.7	-4	-6	12	-11	-9	-2	-3	-2	-2
C/C(=N\Nc1cccc(C(=O)O)c1)c1cc2ccccc2o1	-0.5	-27	3	4	-6	-3	-6	-7	1	4
CN(C)c1ccc(NC(=O)c2ccncc2)c2ccccc12	0.0	1	-1	-8	-12	2	-3	-5	-3	-2
CCC(CC)C(=O)OCC(=O)C1(O)CCC2C3CCC4=CC(=O)CCC4(C)C3C(O)CC21C (stereo unspecified)	0.3	-6	2	13	8	-1	2	-1	-6	3
Cc1ccc(C)c(NC(=O)CN(C)C(=O)CCN2C(=O)c3ccccc3C2=O)c1	0.0	2	0	13	4	-1	-1	0	5	-4
CCCCN1C[C@H](CO)Oc2cccc(F)c2S1(=O)=O	0.2	2	-1	12	-3	-2	-1	3	9	-2
Cc1n[nH]c(C)c1S(=O)(=O)N1CCCC(C(=O)Nc2nccs2)C1 (stereo unspecified)	-0.3	-2	-1	2	-1	-1	0	3	7	3
O=C(CC1SCCNC1=O)Nc1cccc(Cl)c1 (stereo unspecified)	0.2	5	-1	6	-6	-4	-2	-2	-7	-2
COc1cccc(CNC(=O)CCC2CCCN(C(=O)c3cccc4c(C)c(C)[nH]c34)C2)c1 (stereo unspecified)	0.3	-13	4	3	10	-4	-8	-16	5	-8
Cc1ccccc1NC(=O)Cn1c([N+](=O)[O-])cnc1C	1.2	3	13	-7	-7	1	1	3	10	-4
O=C(N=C1SC2CS(=O)(=O)CC2N1Cc1ccccc1Cl)C1CC1 (stereo unspecified)	-0.1	7	2	1	-7	-2	2	-7	-5	0
CCN1C(=O)N[C@@H](c2cccc(F)c2)C(C(=O)OC)=C1C	0.1	6	-3	14	6	3	0	-3	-2	-1
CC(C)C(NCc1c(Cl)cccc1Cl)C(=O)O (stereo unspecified)	-0.2	4	0	2	7	-6	-1	3	0	-8
O=C(O)CCC(=O)Nc1ccc(-n2ccc(C(F)(F)F)n2)cc1	-0.9	4	0	1	2	5	-13	-5	-6	-3
Cc1nn(C(=O)c2cc([N+](=O)[O-])ccc2Cl)c(C)c1Br	-0.1	7	-1	4	2	-9	1	-3	-1	2
COc1cc(OC)c(OC)cc1CNC(=O)c1cc(S(=O)(=O)N(C)c2ccccc2OC)ccc1C	0.2	-4	2	-1	-4	-2	3	-2	-8	-7
O=C(O)CSCC(=O)Nc1cccc(C(F)(F)F)c1	0.1	-1	-6	-4	6	-9	-3	3	4	1
Cc1ccc(C(=O)ONc2ccc(N=NC(=O)c3ccccc3O)cc2)cc1	0.2	1	-2	7	17	-27	0	1	0	-6
O=C(CN1C(=O)NC2(CCCC2)C1=O)OCCOc1ccc(Cl)cc1	0.3	-8	-1	14	-10	7	-1	-4	-1	2
COC(=O)C1C2C=CC3(CN(c4ccc(Cl)c(F)c4)C(=O)C13)O2 (stereo unspecified)	-0.1	8	3	-8	9	-4	-3	-2	5	2

Another view of two compounds above.
smiles | proKLK7 act | HGIII-sPLA2 inh | UHRF1 MBD2 ctr | ARFGAP1 inhibitor | ASAP1 GAP inh | Rev-erbA mod | PLCg1 inh | PLC-beta3 inh | DDE Tn6 FP inh | DDE Tn7 FP inh
C/C(=N\Nc1cccc(C(=O)O)c1)c1cc2ccccc2o1 | -0.5 | -27 | 3 | 4 | -6 | -3 | -6 | -7 | 1 | 4
CN(C)c1ccc(NC(=O)c2ccncc2)c2ccccc12 | 0.0 | 1 | -1 | -8 | -12 | 2 | -3 | -5 | -3 | -2

(next part)
SMILES	proKLK7 act	HGIII-sPLA2 inh	UHRF1 MBD2 ctr	ARFGAP1 inhibitor	ASAP1 GAP inh	Rev-erbA mod	PLCg1 inh	PLC-beta3 inh	DDE Tn6 FP inh	DDE Tn7 FP inh
COc1cc(-c2nnc(SCC(=O)N3CCOCC3)o2)cc(OC)c1OC	-0.2	9	-3	-9	-2	-5	-1	-7	-8	5
S=C(Nc1ccc(Oc2ccccc2)cc1)N(CCCN1CCOCC1)Cc1ccccn1	-0.1	2	0	-4	-7	2	3	-5	3	7
O=c1oc2ccc([N+](=O)[O-])cc2c(N2CCOCC2)c1[N+](=O)[O-]	0.1	4	0	-9	10	-2	1	0	-3	3
O=C(CSc1nnc(-c2cccnc2)n1-c1ccccc1)Nc1ccc2c(c1)OCO2	0.7	0	-4	13	-2	2	3	6	5	7
C/C(CC(=O)Nc1cccc2c1CCCC2)=N\NC=O	0.8	-14	-3	-1	0	1	2	0	-4	-4
Cc1nc2c(-c3ccc(F)cc3)c(C)nn2c(C)c1CCC(=O)N1CCN(c2ccccc2)CC1	0.2	4	1	-4	1	9	-16	-23	3	2
CCOC(=O)C(=O)Nc1ccccc1C(=O)Nc1ccc(OC)cc1	-0.2	6	-5	2	5	2	5	4	8	-3
CC(C)c1cccc(-c2csc(C(O)c3ccccc3)n2)c1 (stereo unspecified)	-0.7	-15	-1	-5	-8	-2	-1	0	2	-6
COc1cccc(C(=O)Nc2cccc(SC)c2)c1	-0.8	1	0	11	-5	-2	1	-1	-1	0
O=C(CNc1cccc(S(=O)(=O)N2CCOCC2)c1)N1CCc2ccccc21	0.2	-1	2	12	6	2	2	-6	0	-10
COC(=O)CSc1nnc(-c2cccnc2)n1-c1cc(OC)cc(OC)c1	0.7	-2	-1	5	6	-5	2	2	6	0
C[C@@H]1CN([C@H](C)CO)C(=O)CCCn2nncc2CO[C@@H]1CN(C)C(=O)c1cc(-c2ccccc2)on1	0.6	2	0	2	9	6	4	2	-2	4
Cc1sc2nc(C(C)C)nc(SCC(=O)N3CCN(C(=O)c4ccco4)CC3)c2c1C	-0.2	-12	-6	4	3	-2	1	2	-4	0
O=C(CNS(=O)(=O)c1ccccc1)OCC(=O)c1c[nH]c2ccccc12	-0.5	-20	-1	7	10	-3	-9	-14	-1	-5
CCOc1ccccc1NC(=O)CSc1nnc(SCc2ccccc2)s1	-0.3	-33	0	x	x	2	0	0	-6	-5
O=S(=O)(Nc1cccc(-c2ccc(N3CCCCCC3)nn2)c1)c1ccccc1F	-0.1	-19	0	-6	8	-2	-1	-14	0	2
Cc1ccc(NC(=O)COc2ccc(Br)cn2)cc1	0.4	4	1	7	4	-7	1	-10	-1	7
Clc1ccc(OCc2nn3c(C4CCCCC4)nnc3s2)c(Cl)c1	-0.5	4	-1	-2	8	8	0	-1	1	-1
Cc1cc(C)n(Cc2nc3ccccc3n2C)n1	0.3	9	6	2	2	2	7	6	3	5
COc1ccc(/C=C/C(=O)NCC(=O)N/N=C/c2cc(Br)ccc2OCc2ccccc2)cc1	-0.3	-3	-2	1	-2	-7	1	4	0	1
CC(C)NC(=O)Nc1cccc2c1O[C@H](CN(C)C(=O)Nc1ccc(C(F)(F)F)cc1)[C@@H](C)CN([C@H](C)CO)C2=O	0.3	0	7	10	11	2	-3	0	-12	-2
COc1ccc(C(CNC(=O)Cc2ccccc2)N2CCCCC2)cc1 (stereo unspecified)	-0.9	1	8	-10	8	0	1	-5	8	2
CCc1nc2oc3ccccc3c(=O)c2cc1C(=O)OC	-0.3	4	0	-10	2	-1	1	-5	-5	-1
C=CCN(CC=C)Cc1cc(=O)oc2cc(OC)c(Cl)cc12	0.5	-1	-2	-8	5	5	-35	-49	3	-9
Cc1ccc(NC(=O)c2ncn(CCCN3CCN(c4ccccn4)CC3)n2)cc1C	-0.5	-4	-3	-17	7	-10	4	3	-1	4
Cc1ccccc1C(=O)NC[C@@H]1CCCN2CCCC[C@H]12	-0.2	2	0	2	1	-1	-2	-6	-1	0
CC(=O)Nc1ccc(-c2csc(NC(=O)C3CCN(S(=O)(=O)c4cccs4)CC3)n2)cc1	-0.6	-19	-4	2	13	4	-21	-23	-6	0
Cc1cc(C(=O)N2CCC2(C)C(=O)NS(=O)(=O)c2cccc(OC(F)F)c2)nn1C (stereo unspecified)	0.5	9	1	-7	9	3	9	6	-6	-4
O=C(COc1ccc(/C=N/NC(=O)c2ccccc2O)cc1)Nc1ccc([N+](=O)[O-])cc1	0.3	-5	-3	-6	5	-30	-7	-5	7	6
O=C(Nc1ccc(F)cc1F)N1CCCCC1c1cccnc1 (stereo unspecified)	0.1	2	1	11	3	-3	-3	3	1	1
COc1ccc(OCC(=O)Nc2nccs2)cc1	-0.4	-3	0	-2	-23	0	1	-2	7	-4
Nc1nc(CSC(=S)N2CCN(c3ccccc3)CC2)nc(Nc2ccccc2)n1	0.3	-21	5	-10	-5	-1	0	-1	0	3
CCOC(=O)c1cnn2c1[nH]c(=O)c1ccccc12	-5.5	0	-1	1	12	-2	-5	-9	2	3
CC(=NNC(=O)c1cccc(S(=O)(=O)N2CCCC2)c1)c1ccccc1	-0.2	9	1	-7	-8	0	-1	-5	-1	2
O=C(Cn1ccc(NC(=O)OCc2ccccc2)nc1=O)NCc1ccc2[nH]ccc2c1	0.8	-5	6	-4	-2	1	1	1	-1	0
Cn1c(SCc2nc(-c3ccc(Cl)cc3)no2)nnc1-c1ccccc1	0.3	-11	-1	3	7	-1	4	-4	-1	-1
COc1ccc(CN2CCN(C(=O)c3cccc(OC)c3OC)CC2)cc1OC	0.3	-6	0	-4	3	1	-1	-3	1	-1
CC(C)NC(=O)CN1CCN(Cc2nc(C(c3ccccc3)c3ccccc3)no2)CC1	0.8	0	0	8	-14	-4	-3	-10	-1	3
COc1ccc(C2NC(C(=O)O)Cc3c2[nH]c2ccccc32)cc1CN1CCN(c2ccc(F)cc2)CC1 (stereo unspecified)	1.2	-13	-2	-9	-16	3	-18	-27	-3	3
COc1ccc(CC(=O)NC(C)c2nnc(SCC(=O)c3ccc(Br)cc3)n2C)cc1 (stereo unspecified)	0.0	-21	-2	-2	13	3	0	-3	8	1
C=C(C)c1cccc(C(C)(C)NC(=O)N2CCN(CC)CC2)c1	0.7	7	1	5	0	1	6	5	-3	1
